Assay outcomes (PubChem BioAssay)
hIAP act: human IAP activation; P09923; purified human IAP, CDP-Star luminescence, 30 min; active compounds read high; 1 = vehicle-only enzyme, 0 = enzyme-free background; activation factor at 10 µM; hit rate 0.16% among 330,000;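 active = activation factor of the enzyme at least 2-fold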; note: the source names both 10 and 20 µM as test concentration; values of inactives mirror those of a sister screen read the other way
Target sequence (P09923 whole entry, looked up): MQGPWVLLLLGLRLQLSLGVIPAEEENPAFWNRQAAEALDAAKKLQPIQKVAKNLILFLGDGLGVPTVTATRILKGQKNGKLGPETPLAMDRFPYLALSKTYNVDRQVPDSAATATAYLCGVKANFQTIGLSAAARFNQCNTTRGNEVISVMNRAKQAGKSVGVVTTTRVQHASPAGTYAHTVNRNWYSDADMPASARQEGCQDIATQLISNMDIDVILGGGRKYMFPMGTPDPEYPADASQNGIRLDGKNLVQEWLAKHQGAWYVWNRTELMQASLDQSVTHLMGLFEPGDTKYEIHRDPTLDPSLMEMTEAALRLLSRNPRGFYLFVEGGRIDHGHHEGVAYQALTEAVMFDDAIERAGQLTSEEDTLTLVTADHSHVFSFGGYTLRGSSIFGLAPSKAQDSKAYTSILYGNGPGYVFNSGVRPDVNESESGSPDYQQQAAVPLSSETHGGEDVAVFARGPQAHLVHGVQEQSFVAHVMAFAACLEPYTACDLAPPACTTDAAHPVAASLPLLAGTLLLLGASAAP
MIN6 prolif: induces beta-cell replication in MIN6 cells; MIN6 cells proliferation, ATPlite luminescence, 48 h; cells starved in 0.2% serum; 100% = growth in 10% serum; proliferation, % at 10 µM; hit rate 0.29% among 330,000; AID 2380;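 active = compounds whose signal lies at least 3.5 SD above the mean of all wells on their plate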;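 note: 0% = DMSO-treated cells in low-serum medium and 100% = 10% serum control; some compounds called inactive have numbers as strong as hits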
SENP1 inh: inhibitors of human SENP1 SUMO protease catalytic domain | Q9P0U3 | recombinant SENP1 catalytic domain, CyPet-SUMO1-YPet FRET cleavage | inhibition, % at 10 µM | hit rate 0.21% among 360,000 | AID 624204;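 active = inhibition at least 30% at 10 µM, raw YFP signal under a set limit, fluorescence ratio 0.5 to 1.5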;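 note: 0% = enzyme with DMSO and 100% = no enzyme wells; some results filed as inactive read as strong as hits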
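Test system: recombinant human SENP1 catalytic domain, His6-tagged / Medium: pH 8 Tris buffer with EDTA, NaCl, BME, BSA, NP40, catalase / Also added: SUMO1 FRET substrate flanked by Cypet and Ypet, 25 nM / Times: 50 min reaction at room temperature / Signal: FRET, CFP and YFP emission / Control set: no-enzyme low control and enzyme-plus-DMSO high control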
mIAP inh: blocks mouse intestinal alkaline phosphatase; AID 2806; purified mouse IAP, CDP-Star luminescence, 30 min; inhibition, % at 10 µM; hit rate 0.2% among 330,000;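 active = inhibition of at least 40% at 10 µM in the primary screen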;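 note: plate controls were DMSO with enzyme for no effect and no enzyme wells for full effect; values of inactives mirror those of a sister screen read the other way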
NALP3 yeast inh: NALP3 inhibition in yeast; hit rate 0.39% among 330,000; inhibition, % at 10 µM; Yeast reconstituted NLRP3/ASC/caspase-1, beta-gal luminescence, 24 h; AID 2825;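 active = inhibition of 50% or more; inactive = inhibition below 50%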;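 note: plate controls were induced DMSO wells for no effect and uninduced yeast grown without galactose for full effect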
hIAP block: blocks human intestinal alkaline phosphatase | inhibition, % at 10 µM | purified IAP, CDP-Star luminescence, 30 min | hit rate 0.12% among 330,000 | P09923 | AID 2544;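 active = inhibition reaching a set limit with compound at 10 µM in the primary screen, cut at about 35% in these data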;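 note: plate controls were DMSO wells with enzyme for no effect and no-enzyme buffer wells for full effect; values of inactives mirror those of a sister screen read the other way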
A3G deaminase: APOBEC3G (human) deaminase inhibition; inhibition, % at 20 µM; Q9HC16; hit rate 0.28% among 330,000; recombinant A3G, ssDNA deamination FAM/TAMRA fluorescence;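 active = inhibition of at least 40% at 20 µM, with no more than 30% in the related APOBEC3A deaminase screen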;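 note: plate controls were DMSO wells with A3G for no effect and wells lacking A3G enzyme for full effect; some compounds called inactive have numbers as strong as hits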
Target sequence (Q9HC16 whole entry, looked up): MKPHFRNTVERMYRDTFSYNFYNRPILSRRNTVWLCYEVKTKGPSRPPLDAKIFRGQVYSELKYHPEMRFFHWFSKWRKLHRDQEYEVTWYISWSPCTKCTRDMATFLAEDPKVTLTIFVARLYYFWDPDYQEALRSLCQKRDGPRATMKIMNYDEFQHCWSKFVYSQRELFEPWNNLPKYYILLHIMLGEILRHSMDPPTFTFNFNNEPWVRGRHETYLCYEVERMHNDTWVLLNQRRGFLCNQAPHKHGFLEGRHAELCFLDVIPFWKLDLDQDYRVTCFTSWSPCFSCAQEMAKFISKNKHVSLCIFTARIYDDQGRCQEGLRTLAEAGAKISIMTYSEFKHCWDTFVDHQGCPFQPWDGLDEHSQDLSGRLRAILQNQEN
mIAP act: increases mouse intestinal alkaline phosphatase activity; muIAP, CDP-Star luminescence, 30 min; active compounds read high; 1 = vehicle-only enzyme signal, 0 = enzyme-free wells; activation factor at 10 µM; hit rate 0.24% among 330,000;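 active = activation factor of at least 2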; note: the source names both 10 and 20 µM as test concentration; values of inactives mirror those of a sister screen read the other way
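System: Mouse IAP enzyme | Also added: CDP-Star substrate | Dosing: Compounds dispensed in DMSO | Schedule: 30 min enzyme-substrate-compound incubation at room temperature | Technique: Chemiluminescence readout | Control set: DMSO-only wells and no-enzyme negative control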
APOBEC3A inh: inhibitors of human APOBEC3A DNA deaminase. P31941. AID 493011. hit rate 0.41% among 330,000. recombinant A3A, FAM/TAMRA ssDNA deamination fluorescence. inhibition, % at 20 µM;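 active = at least 40% inhibition at 20 µM here, with at most 30% in a related deaminase screen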;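 note: plate controls were A3A with DMSO for no effect and wells lacking A3A enzyme for full effect; some results filed as inactive read as strong as hits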
Active calls of the source: *; / = no result given.

item | mol | hIAP act | MIN6 prolif | SENP1 inh | mIAP inh | NALP3 yeast inh | hIAP block | A3G deaminase | mIAP act | APOBEC3A inh
1 | Cc1nc(SCC(=O)N(C)C2CCS(=O)(=O)C2)c2ccccc2n1 (stereo not given) | 1.08 | 0.8 | -3.3 | 2.7 | -6.4 | -8.1 | -5.0 | 0.973 | -2.5
2 | COc1ccc(C2c3cc(OC)c(OC)cc3CCN2C(=O)c2cccc([N+](=O)[O-])c2)cc1OC (stereo not given) | 0.938 | -2.6 | 0.9 | 8.6 | 0.3 | 6.2 | -5.1 | 0.914 | -1.5
3 | CSCCC(Nc1ncnc2ccc(Br)cc12)C(=O)O (stereo not given) | 0.763 | -0.3 | -1.3 | 3.7 | 15.3 | 23.7 | 2.3 | 0.963 | 2.2
4 | Cc1ccc2c(c1)-n1c(nc3ccccc3c1=O)C(Cc1ccc(O)cc1)NC2=O (stereo not given) | 1.01 | -1.2 | / | -11.3 | 16.5 | -1.1 | 2.7 | 1.11 | 1.4
5 | COc1ccccc1NC(=O)C(C)OC(=O)C1CCN(S(=O)(=O)c2ccc(C)c(C)c2)CC1 (stereo not given) | 1.1 | 16.4* | 0.4 | 6.4 | 32.8 | -10.3 | -7.7 | 0.936 | -1.8
6 | C/C=C/C(=O)Nc1cccc(C(F)(F)F)c1 | 1.05 | 0.0 | 1.3 | 5.1 | 28.5 | -4.6 | -0.6 | 0.949 | 1.1
7 | CN(CC(=O)Nc1ccccc1Cl)C(=O)COC(=O)/C=C/c1ccc(C(F)(F)F)cc1 | 0.651 | -5.5 | 0.9 | 1.9 | 17.2 | 34.9 | -0.1 | 0.981 | 24.3
8 | CCCCn1nnnc1SCC(=O)Nc1sc2c(c1C#N)CCCC2 | 1.07 | -2.2 | 0.5 | -1.1 | 22.6 | -6.6 | 0.0 | 1.01 | 0.9
9 | Brc1ccc(-c2nnc3sc(CN4CCN(c5ccccc5)CC4)cn23)cc1 | 0.851 | 2.2 | 0.0 | -1.2 | -0.1 | 14.9 | 4.1 | 1.01 | -0.9
10 | CC(=O)N1c2ccc(S(=O)(=O)N3CCC(C(=O)N4CCCCC4)CC3)cc2CC1C (stereo not given) | 1.12 | -3.0 | -0.7 | 5.1 | 9.5 | -12.3 | -6.4 | 0.949 | -5.1
11 | CCO[C@@H]1OC(C(=O)N2CCN(Cc3ccc4c(c3)OCO4)CC2)=C[C@H](C)[C@H]1CCCO | 0.802 | 2.8 | 1.7 | -1.1 | 14.5 | 19.8 | -9.0 | 1.01 | -1.3
12 | CCSc1nc2sc3c(c2c(=O)n1CC)CC(C)(C)OC3 | 0.979 | 4.2 | 3.7 | -0.4 | -12.1 | 2.1 | -7.2 | 1 | -0.6
13 | COc1ccccc1NC(=O)CCNS(=O)(=O)c1ccc2c(c1)CC(C)N2C(=O)C1CC1 (stereo not given) | 0.767 | 3.8 | 2.1 | 7.7 | 3.1 | 23.3 | -3.3 | 0.923 | -1.6
14 | Cc1onc(-c2ccccc2)c1C(=O)Nc1ccccc1N1CCOCC1 | 1.37 | 6.5 | 3.3 | -7.3 | -3.8 | -37.0 | 2.8 | 1.07 | -1.2
15 | O=C(COc1ccccc1-c1ccccc1)NCc1cccc(Cl)c1 | 0.841 | 0.0 | 1.9 | -2.8 | 13.4 | 15.9 | -4.6 | 1.03 | 0.0
16 | Cc1cccc(OCC(=O)Nc2ccc(C(=O)c3ccc(C(=O)O)cc3)cc2)c1 | 0.958 | -1.4 | 1.8 | 3.8 | 5.7 | 4.2 | -6.9 | 0.962 | -5.4
17 | O=C(C1COc2ccccc2O1)N1CCN(c2ccccn2)CC1 (stereo not given) | 0.995 | 0.6 | -1.9 | 0.9 | 16.8 | 0.5 | -5.6 | 0.991 | 0.0
18 | CC1CCCCN1CCCNC(=O)C1CCN(c2nnc(-n3cccc3)s2)CC1 (stereo not given) | 1.16 | 4.0 | -3.7 | -1.2 | 22.1 | -16.1 | -1.4 | 1.01 | -0.6
19 | Cc1oc(C(=O)O)cc1COc1ccc2c3c(c(=O)oc2c1)CCC3 | 0.881 | -1.4 | -5.5 | 9.4 | -3.2 | 11.9 | -8.6 | 0.906 | 6.1
20 | Nc1nnc2c(C(F)(F)F)nc3ccccc3n12 | 0.892 | 2.0 | -14.4 | -0.8 | 17.3 | 10.8 | -6.1 | 1.01 | -0.9
21 | O=S(=O)(Nc1ccc2c(c1)OCCO2)c1ccc(F)cc1 | 0.813 | 1.8 | 2.1 | -3.9 | 6.0 | 18.7 | -4.8 | 1.04 | -3.6
22 | CCOc1ccc(Br)cc1S(=O)(=O)Nc1nc(CN2CCOCC2)nc2sc(C)c(C)c12 | 0.943 | -0.4 | -2.9 | 10.6 | 15.0 | 5.7 | 2.0 | 0.894 | 0.7
23 | O=C(C[n+]1ccc(C(=O)c2ccccc2)cc1)Nc1ccccc1OC(F)F | 0.951 | -3.5 | -26.5 | 2.7 | 24.0 | 4.9 | 12.8 | 0.973 | 30.1
24 | C[C@H](CO)N1C[C@H](C)[C@@H](CN(C)C(=O)Nc2ccc(C(F)(F)F)cc2)Oc2ccc(NC(=O)c3ccncc3)cc2C1=O | 0.874 | -1.3 | -1.4 | -1.7 | 14.9 | 12.6 | -8.9 | 1.02 | -3.7
25 | Fc1ccc(Nc2c(-c3ccco3)nc3ccccn23)cc1 | 0.887 | 0.0 | -23.3 | -10.1 | 4.5 | 11.3 | -4.6 | 1.1 | 0.3
26 | Cc1noc(C)c1COC(=O)c1cccnc1Cl | 1.07 | -0.9 | -1.4 | -8.6 | -1.4 | -6.6 | -4.6 | 1.09 | -3.5
27 | CC(C)(C)c1ccc(C(=O)N2CCN(Cc3ccccc3)CC2)cc1 | 1.06 | -1.9 | -1.6 | -2.4 | 17.0 | -5.6 | 1.0 | 1.02 | -0.3
28 | Cc1cnc(C(=O)OCC(=O)c2ccc[nH]2)cn1 | 0.974 | -3.1 | -1.5 | 3.5 | 16.2 | 2.6 | -1.1 | 0.965 | 2.4
29 | CCCCOC(=O)c1ccc(NC(=O)CSC2=Nc3ccccc3C3CC=NN23)cc1 (stereo not given) | 1.02 | -3.0 | -5.8 | -21.4 | 7.1 | -1.6 | -3.7 | 1.21 | -2.1
30 | COc1ccc(C2NCCc3sccc32)cc1 (stereo not given) | 0.916 | -0.2 | 1.0 | -0.7 | 1.6 | 8.4 | -2.3 | 1.01 | -0.4
31 | CCOC(=O)c1cccc(NC(=O)c2cnccn2)c1 | 1.19 | 3.3 | 1.8 | 1.2 | 16.7 | -18.7 | -4.3 | 0.988 | -3.2
32 | O=C(COc1ccccc1)NCCSc1ccccc1 | 0.914 | -3.1 | 0.2 | 1.9 | 26.4 | 8.6 | -3.4 | 0.981 | -0.5
33 | Cc1noc(C)c1COC(=O)C1CCN(C(=O)c2ccc(Cl)cc2)CC1 | 1.26 | -0.9 | 1.1 | -4.8 | 3.7 | -26.5 | 2.5 | 1.05 | 4.7
34 | COc1ccc2c(Cl)c(C(N)=O)sc2c1 | 1.03 | -1.1 | 1.2 | -4.3 | 19.1 | -2.6 | -9.1 | 1.04 | -6.2
35 | CC(=O)Nc1ccc(/C=C/c2nc(-c3ccccc3O)n[nH]2)cc1 | 1.49 | 7.3 | -0.6 | 5.9 | 1.1 | -48.9 | -2.9 | 0.941 | 1.7
36 | COCCNC(=O)C(c1ccco1)N(C(=O)Cn1nnc2ccccc21)c1cccc(C)c1C (stereo not given) | 0.911 | 1.2 | 2.0 | 1.3 | 9.4 | 8.9 | 3.3 | 0.987 | 5.8
37 | CCN(CC(=O)Nc1ccc(NC(C)=O)cc1)C(=O)CCCSc1nc2ccccc2[nH]1 | 0.916 | -1.9 | 0.2 | -5.1 | -2.6 | 8.4 | -9.2 | 1.05 | 6.7
38 | O=C(CN1C(=O)C2C3C=CC(C3)C2C1=O)Nc1ccc(S(=O)(=O)Nc2nccs2)cc1 (stereo not given) | 1 | -3.1 | -6.1 | 2.1 | 3.7 | 0.0 | -1.5 | 0.979 | -2.0
39 | COc1cc(C(=O)OCC(=O)N2c3ccccc3NC(=O)C2(C)C)ccc1OCC(C)C | 0.982 | -3.5 | 2.6 | -6.2 | -4.8 | 1.8 | -11.7 | 1.06 | 1.8
40 | Cc1ccc(NC(=O)CN(C)Cc2ccc(Cl)cc2)cc1 | 0.929 | -4.2 | 0.2 | -6.8 | 22.8 | 7.1 | -6.3 | 1.07 | 2.1

(cont.)
entry | SMILES | hIAP act | MIN6 prolif | SENP1 inh | mIAP inh | NALP3 yeast inh | hIAP block | A3G deaminase | mIAP act | APOBEC3A inh
41 | CCOc1ncccc1C(=O)OCC(=O)Nc1cccc(S(N)(=O)=O)c1 | 0.982 | 2.3 | 1.4 | 5.0 | 9.2 | 1.8 | 2.4 | 0.95 | 1.2
42 | COc1ccccc1C(=O)N/C(=C\c1ccccc1)C(=O)NC(Cc1ccccc1)C(=O)O (stereo not given) | 0.897 | 0.0 | 1.7 | 1.8 | 15.0 | 10.3 | -0.6 | 0.982 | 2.7
43 | O=C(COC(=O)CSc1ccc2ccccc2c1Br)NC1CC1 | 0.876 | -3.5 | 4.3 | 0.5 | 16.3 | 12.4 | -4.3 | 0.995 | -3.3
44 | Cc1sc2ncnc(OCC(=O)c3ccc(S(=O)(=O)N4CCCC4)cc3)c2c1C | 1.12 | -2.0 | 0.6 | 6.1 | -0.6 | -12.2 | 0.2 | 0.939 | -0.5
45 | COc1ccc(N(CC(=O)Nc2cccc3ccccc23)S(C)(=O)=O)cc1 | 1.21 | -1.0 | 1.0 | 21.9 | 9.1 | -21.2 | -2.3 | 0.781 | -1.4
46 | CN1C2CCC1/C(=C/c1cccn1C)C(=O)/C2=C\c1cccn1C | 1.08 | 5.7 | -25.0 | 7.4 | 4.2 | -8.4 | -20.9 | 0.926 | -10.0
47 | COc1cccc(C(=O)N(C)C(C)c2nc3ccccc3s2)c1 (stereo not given) | 0.981 | 0.6 | -0.3 | 3.2 | 8.2 | 1.9 | -4.6 | 0.968 | -1.7

3 of the entries above in order of the mIAP inh value, smallest number first.
#	smiles	mIAP inh
43	O=C(COC(=O)CSc1ccc2ccccc2c1Br)NC1CC1	0.5
42	COc1ccccc1C(=O)N/C(=C\c1ccccc1)C(=O)NC(Cc1ccccc1)C(=O)O (stereo not given)	1.8
46	CN1C2CCC1/C(=C/c1cccn1C)C(=O)/C2=C\c1cccn1C	7.4

These rows are one share of the data; rates above refer to the full screens.
